ALOX12 inh = Primary qHTS assay for inhibitors of human arachidonate 12S-lipoxygenase (ALOX12): Round 2 | Polyunsaturated fatty acid lipoxygenase ALOX12 (Homo sapiens), P18054 | purified 12hLO, xylenol orange hydroperoxide absorbance | Potency, µM (titrated, usually from 108 µM), inactives show top-dose activity change, negative = inhibition, most hits filed as inhibitors | 580,000 tested, 1.1% active; active = well fitted inhibition curve with a large enough effect; inconclusive = small, poorly fitted or top-dose-only effect, or another doubt; inactive = no such curve, though single readings can be large or run the other way
Target sequence (P18054 whole entry, looked up): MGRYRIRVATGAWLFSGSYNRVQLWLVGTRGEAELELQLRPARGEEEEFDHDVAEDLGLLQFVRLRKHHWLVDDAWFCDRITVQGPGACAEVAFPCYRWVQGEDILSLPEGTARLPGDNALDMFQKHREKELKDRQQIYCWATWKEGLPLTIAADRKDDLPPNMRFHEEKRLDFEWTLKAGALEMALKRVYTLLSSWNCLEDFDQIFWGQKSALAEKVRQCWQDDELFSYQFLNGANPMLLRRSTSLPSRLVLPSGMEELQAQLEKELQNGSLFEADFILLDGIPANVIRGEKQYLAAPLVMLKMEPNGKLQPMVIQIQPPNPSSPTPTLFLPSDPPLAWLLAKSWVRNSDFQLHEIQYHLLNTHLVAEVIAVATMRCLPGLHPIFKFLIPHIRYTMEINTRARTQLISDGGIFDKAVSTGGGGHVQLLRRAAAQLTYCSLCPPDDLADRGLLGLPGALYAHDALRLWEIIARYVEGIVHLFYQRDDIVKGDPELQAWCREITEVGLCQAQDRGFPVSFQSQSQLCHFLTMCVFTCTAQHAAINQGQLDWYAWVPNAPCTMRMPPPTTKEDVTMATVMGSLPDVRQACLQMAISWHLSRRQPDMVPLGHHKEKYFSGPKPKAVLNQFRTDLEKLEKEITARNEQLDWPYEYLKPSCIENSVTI
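Purified human 12hLO (150 nM final) in 25 mM Hepes, 0.01% Triton X-100, pH 7.0 was preincubated 15 min at room temperature with compound. Then 40 uM arachidonic acid was added, 30 min. Hydroperoxide was read by Fe-XO absorbance ratio 573/405 nm.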
* = called active by the depositor; ? = inconclusive; [ ] = remark or other dose. % is scaled to controls: 0 for no effect and ±100 for the full control effect; potency is read from the fitted curve at half-maximal effect. Some of the compounds tested; the hit share may differ from the screen's.

structure | ALOX12 inh
COc1cc(C(=O)NCC(c2ccc(C)cc2)N2CCOCC2)cc(OC)c1OC (configuration not stated) | 8.0%
Cn1c(SCC(=O)Nc2c(F)c(F)cc(F)c2F)nc2c(=O)[nH]cnc21 | -1.4%
Cc1ccc(-c2cc(=O)c3cc(NC(=O)c4ccco4)ccc3o2)cc1 | ?
O=C(Nc1ccc(SC(F)F)cc1)c1cc(-c2ccccc2)nc2ccccc12 | 39.8µM*
CCc1ccc(CCC(=O)NC2CC3CCC2C3)cc1 (configuration not stated) | 14.4%
Cc1ncc2c(c1CNC(=O)c1ccccc1-c1nn[nH]n1)CCNC2 | ?
CCCc1nc(C#N)c(NCCc2ccc(OC)c(OC)c2)o1 | -3.0%
O=C1NC[C@@H](CCCCN2C[C@H](Cc3ccccc3)N(CC3CCCCC3)C(=O)C2=O)N(Cc2ccccc2)C1=O | ?
Cc1cc(C)n(CCNC(=O)c2ccc3c(c2)[nH]c(=O)n3C2CCC(O)CC2)n1 (configuration not stated) | 92.3%[activator]
CC(O)CNc1nc2c(c(=O)n(C)c(=O)n2C)n1Cc1ccccc1Br (configuration not stated) | 32.7%
CCOc1ccccc1CN1C[C@@H](NC(=O)COC)C[C@H]1CO | 24.1%
Cc1ccc(NC(=O)O[C@@H]2CC[C@]3(C)C(CC[C@@H](O)[C@H]3CC(=O)NCc3ccccc3)[C@]2(C)CO)cc1 (some centres not stated) | -1.3%
Cc1nn2c(c1-c1ccccc1C(N)=O)N(CCCc1ccccc1)CCC2 | ?
COc1ccccc1/C=N/O | -28.5%
COc1ccc(-c2nc(C)nc3c2CN([S+](=O)([O-])c2ccccc2)CC3)cc1 | 1.9%[6.33 µM]
O=C(c1cnc(C23CC4CC(CC(C4)C2)C3)[nH]c1=O)N1C[C@H]2CNC[C@H]2C1 | ?
Cc1nc(NC(=O)c2ccc3c(c2)OCCO3)ccc1Cl | -55.9%
O=C(CSc1ccccn1)N1CCn2nc(C(O)c3ccccc3)cc2C1 (configuration not stated) | -16.1%
COC(=O)Nc1ccc(C(=O)NCc2ccccc2)cc1 | 11.0%
CCc1ccc(-c2nc(C3CC(=O)N(c4ccc(OC)cc4)C3)no2)cc1 (configuration not stated) | -0.8%
CN(CC(=O)N1CCCC1)c1nc(-c2cccs2)nc2ccccc12 | 11.1%
CCOC(=O)C1CCCN(C(=O)c2cc(-c3ccc(OC)cc3)n[nH]2)C1 (configuration not stated) | 3.0%
CCOC(=O)c1[nH]c(C)c(C(=O)OCc2ccc(C(N)=O)cc2)c1C | ?
CCOCCOC(=O)c1nc2ccccc2nc1Nc1cc(C)cc(C)c1 | 7.08µM*
Cc1ccc(C(=O)N2C[C@H](c3nc(-c4ccccc4)no3)[C@@H](C)C2)cn1 | 0.2%
CCn1cnnc1-c1cccc(NC(=O)Cc2ccc3c(c2)CCC3)c1 | 11.5%
CC1CCN(c2ccc(-c3noc(-c4cc5ccccc5oc4=O)n3)cc2)CC1 | 10.8%
O=C(CCc1nc(-c2ccccc2)no1)Nc1cccc(S(=O)(=O)NC2=NCCC2)c1 | 28.9%
O=C(N1CCN(Cc2ccc(Cl)c(Cl)c2)CC1)C12CNCC1CNC2 (configuration not stated) | 18.4%
O=C(/C=C/c1ccc(OCc2ccccc2)cc1)c1cccnc1 | ?
O=C(c1ccccc1)N1CCNc2cnc(Nc3cccc(C(F)(F)F)c3)nc2C1 | 6.0%[176 µM]
O=C(NCc1ccc(F)cc1)C1CCc2nnc(C3CCN(C(=O)c4ccccc4)CC3)n21 (configuration not stated) | -6.3%[6.33 µM]
Cc1nn(CC(=O)N(C(C)C)C(C)C)c(C)c1S(=O)(=O)NC(C)(C)C | 4.6%
O=C([C@H]1C[C@H](Oc2cccnc2)CN1S(=O)(=O)Cc1ccccc1F)N1CCOCC1 | -3.8%
CN1CCC(C(=O)N2CC(F)(F)C[C@H]2c2nc(C3CC3)no2)CC1 | 47.0%[activator]
CCC(CC)(CC(=O)Nc1ccccc1NS(=O)(=O)c1ccc(F)cc1)C(=O)O | 2.3%
COc1ccc(CNC(=O)C[C@@H]2O[C@H](CNC(C)=O)[C@@H](O)[C@H]2O)cc1 | 36.3%[activator][176 µM]
Cc1ccc(C(=O)N2CCn3c(nnc3[C@@H]3C[C@@H](O)CN3Cc3ccccc3)C2)cn1 | 18.6%
Cc1ccc(-c2cnc(CCC(=O)Nc3ccccc3F)o2)cc1 | -12.8%
O=C1CSC(c2cccc(C(F)(F)F)c2)N1c1cc(Cl)cc(Cl)c1 (configuration not stated) | -53.6%
CC(C)(C)c1cnc([C@@H]2COCCN2C2CCCCC2)[nH]1 | 20.8%[176 µM]
CCN(Cc1cccc(F)c1)C(=O)C1CCCO1 (configuration not stated) | 4.6%
CCOC(=O)CSc1nc2c(c(=O)[nH]c(=O)n2C)n1Cc1ccccc1Cl | 38.8%[activator]
Cc1ccc(C(NS(=O)(=O)c2ccc(C)cc2)c2cccs2)cc1 (configuration not stated) | -24.3%
COc1cccc(CNC(=O)[C@@]23CCCC[C@H]2N(CCc2ccccc2)C(=O)CC3)c1OC | 7.4%
O=C(c1cccc(F)c1)N1CCC(n2cc(-c3nc(-c4ccccc4)no3)nn2)C1 (configuration not stated) | -0.8%
O=C(Nc1ccccc1F)c1cccc2c(Cl)cccc12 | -8.3%
C[C@H](N)[C@H](O)c1cccc(O)c1 | -16.3%[22.9 µM]
C#CCNC(=O)C[C@@H]1C[C@@]2(C(=O)OCC)CCC=C2N(CCC2=CCCCC2)C1=O | -12.5%
CCCOc1ccc(NC(=O)C(CC)Oc2ccc(F)cc2)c2cccnc12 (configuration not stated) | 0.1%
CCC(CC)C(=O)N1CC(c2nnc(-c3ccc(C)cc3)o2)C2(CCOCC2)C1 (configuration not stated) | 14.2%
O=C(Nc1ccc2c(c1)OCCO2)N1CCCC(Cn2c(C3CC3)nc3cccnc32)C1 (configuration not stated) | 37.0%
O=C(c1cc(C2CC2)[nH]n1)N1CCC2(CC1)NC(=O)N(c1cccc(F)c1)N2 | 11.2µM*
O=C(NCc1ccc(F)cc1)C1=NOC2CN(C(=O)C3CC3)CC12 (configuration not stated) | 9.9%[6.33 µM]
Cc1nc(SCC(=O)NC23CC4CC(CC(C4)C2)C3)n(C2CC2)c1C | ?
c1ccc2c(NCCN3CCOCC3)nc(-c3ccc4c(c3)OCO4)nc2c1 | ?
CN(Cc1ccccc1)Cc1nc2c(n1Cc1ccccc1)C(=O)N(Cc1cccc(Cl)c1)CCN2 | 18.7%
CCC(c1ccccn1)N(C)C(=O)c1cc(COc2ccccc2)[nH]n1 (configuration not stated) | 65.0%[activator]
Cc1ccc(C(=O)N2CCCN(c3cc(-c4ccc(Cl)cc4)[nH]n3)CC2)cn1 | 34.1%[activator]
O=C1CCN(S(=O)(=O)c2ccccc2)CCCN(C(=O)NC2CCCCC2)CCN1 | -4.6%

ALOX12 inh: what is marked active above.
structure | ALOX12 inh
O=C(Nc1ccc(SC(F)F)cc1)c1cc(-c2ccccc2)nc2ccccc12 | 39.8µM*
CCOCCOC(=O)c1nc2ccccc2nc1Nc1cc(C)cc(C)c1 | 7.08µM*
O=C(c1cc(C2CC2)[nH]n1)N1CCC2(CC1)NC(=O)N(c1cccc(F)c1)N2 | 11.2µM*

Continued:
structure | ALOX12 inh
COc1ccc(CNC(=O)Cn2ccn3nc(-c4ccc5c(c4)OCO5)cc3c2=O)cc1 | ?
O=C(c1c[nH]c2ccccc12)N1CCC2(CNS(=O)(=O)c3cccnc3O2)C1 (configuration not stated) | -1.2%[6.33 µM]
CC1Cc2ccccc2N1C(=O)CSc1nc2cc(S(=O)(=O)N3CCOCC3)ccc2o1 (configuration not stated) | 4.9%
CCOc1ccccc1C1NC(=O)N(CC(=O)NCc2ccc(OC)cc2)C2=C1C(=O)OC2 (configuration not stated) | 28.8%
O=C(NC(C(=O)N1CCCCC1)C1CCN(C(=O)c2ccccc2)CC1)c1ccccc1Cl (configuration not stated) | 14.7%
Cc1ccc(NC(=O)CN(C)C(=O)c2cc3cc(C)ccc3nc2C)cc1 | ?
CNC(=O)C1CCN(C(C)C(=O)c2c[nH]c3ccccc23)CC1 (configuration not stated) | 0.8%
O=C(NCCc1ccccc1F)c1nc2sccn2c1Br | 11.6%
Cc1noc(C)c1C(=O)N1CCC2(CCCN(c3ccccn3)C2)CC1 | -8.0%[57.4 µM]
CC(C)NC(=O)C1CC(=O)N(c2n[nH]c3cc(Br)ccc23)C1 (configuration not stated) | 23.3%
CCCN1CC2(CCN(Cc3cn[nH]c3C(=O)O)CC2)CC1C(=O)O (configuration not stated) | 31.1%[activator]
CCN(CC)C(=O)c1sc(NC(C)=O)c(C#N)c1C | 0.8%
Cc1ccc(C(=O)NC2CC2)cc1NC(=O)NC1CCC(C)CC1 (configuration not stated) | 7.5%
Cc1ccc(CNc2nc(CN3CCSCC3)nc3ccccc23)o1 | ?
COc1ccc(C2=Nc3ccccc3N(C(=O)c3cc(Cl)cc(Cl)c3)C2C(=O)NCc2ccccc2)cc1 (configuration not stated) | -27.2%
CCCCCCCCN1C(=O)[C@H](CC(=O)NCC2CCCCC2)C[C@@]2(C(=O)OC)CCCCC=C12 | -60.0%
CCn1c(COc2ccc(OC)cc2)nnc1SC(C)C(=O)Nc1ccc2c(c1)OCO2 (configuration not stated) | 11.6%
Cc1ccc(C)c2c(C)c(C(=O)N3CCCC(O)(CN4CCCC4)C3)[nH]c12 (configuration not stated) | 53.4%[activator]
O=C(Cc1ccc(-c2ccccc2)cc1)NC1(C(=O)O)CCCCC1 | -45.3%
CCCC1=C(C(=O)OC)C(c2ccc(Cl)cc2)NC(=O)N1C (configuration not stated) | -15.6%
COc1ccc(NC(=O)c2cc3c(N4CCCC4)nc(C)cn3n2)c(OC)c1 | 29.8%
COc1cccc(C(=O)N2CC[C@](O)(c3ccccc3)[C@H](N(C)C)C2)c1 | 36.6%[activator]
C=CC[C@]12C[C@@]3(O[C@H](c4ccccn4)N=C3C[C@H](c3ccc(OC)cc3)[C@H]1C)N(C1CCN(Cc3ccccc3)CC1)C2=O | -5.8%
COCC(=O)NC[C@H]1CCN(Cc2ccc(OC)cc2)C[C@H]1N(C)C | 74.9%[activator]

Quoted at random: 3 entries already listed.
structure | ALOX12 inh
O=C(N1CCN(Cc2ccc(Cl)c(Cl)c2)CC1)C12CNCC1CNC2 (configuration not stated) | 18.4%
CN1CCC(C(=O)N2CC(F)(F)C[C@H]2c2nc(C3CC3)no2)CC1 | 47.0%[activator]
CC(C)NC(=O)C1CC(=O)N(c2n[nH]c3cc(Br)ccc23)C1 (configuration not stated) | 23.3%

Other structures:
structure | ALOX12 inh
O=C1NCCN2CC3(CCN(C(=O)Nc4ccccc4F)CC3)CC12 (configuration not stated) | 142.3%[activator]
CNC(=O)CCC1CCN(C(=O)c2ccccc2)CC1 | 19.2%
COc1cccc(OC)c1C(=O)NC1CC(=O)N(CCc2ccc(F)cc2)C1 (configuration not stated) | -7.7%
O=C(NCC(O)COc1cccc(C(F)(F)F)c1)C1CCCC1 (configuration not stated) | -24.8%
C=CCOC(=O)c1c(C)[nH]c(C(=O)OCC)c1C | -15.8%
O=C(NC1CCC(c2ccccc2)CC1)C1CC2CCCC(C1)C2=O (configuration not stated) | ?
CCC1CCc2c(sc(NC(=O)c3c(-c4ccccc4)noc3C)c2C(=O)OC)C1 (configuration not stated) | 4.8%
CCn1nc(CC(C)C)cc1C(=O)NCc1cc(-c2cccc(F)c2)no1 | 5.9%
COc1ccc(CNC(=O)CCn2ccn3nc4c(c3c2=O)CCCC4)c(OC)c1 | 40.8%[activator]
Cc1nc(-c2c3n(c(=O)n(Cc4cccc(C(F)(F)F)c4)c2=O)CCCCC3)no1 | -1.4%
CN(C)S(=O)(=O)N1CCN(C(=O)Cn2nc3c(cc2=O)CCCCC3)CC1 | 6.7%
Cc1ccc2[nH]c(C)c([N+](=O)[O-])c2c1 | 0.7%
COCCCNC(=O)c1ccc2nccn2c1 | ?
CC(C)C[C@@H]1O[C@H](C(C)C)Cc2[nH][nH]c(=O)c21 | 56.8%
O=c1c2cc3ccccc3nc2ncn1CCc1ccc(Cl)cc1 | ?
O=C(c1ccc2ccccc2c1)N1C[C@@H]2C[C@H](C1)c1ccc(NS(=O)(=O)c3cccc(F)c3)c(=O)n1C2 | 20.0%
COc1ccc(OC)c(NC(=O)c2cc(=O)c3cc(C)ccc3o2)c1 | 13.4%
COc1cccc(CNC(=O)N2CCC(Oc3ncccc3C(=O)N(C)C)C2)c1 (configuration not stated) | 2.1%
Cn1nc(C(=O)N2CCCC(CN3CCOCC3)CC2)c2ccccc21 (configuration not stated) | 16.8%
CCOC(=O)c1nc(NCc2ccc(CC)cc2)c2ccccc2n1 | -9.5%
CS(=O)(=O)Nc1cc(C(=O)N2CCNC(=O)C2)c2c(c1)ncn2CCc1ccccc1 | 6.7%
O=C(Cc1ccc(F)cc1)N1CCN(c2nc3ncccc3o2)CC1 | 23.3%[176 µM]
Cc1ccc(NC(=O)c2cc(=O)c3cc(C)ccc3o2)c(C)c1 | -14.0%
O=C1NCCCCCN(Cc2cccnc2)[C@@H]2CN(S(=O)(=O)c3ccccc3)CC[C@@H]12 | 28.0%
O=c1c(Cl)c(N2CCN(Cc3nnc(-c4ccc(Cl)cc4)o3)CC2)cnn1-c1ccccc1 | -2.7%
Cc1cc(=O)oc2c(C)c(OCC(=O)NCCCN(C)C)ccc12 | -9.7%
CN(C)c1ccc2nnc(-c3cc(C(=O)NCCc4ccccn4)ccn3)n2n1 | ?
COCCO[C@H]1C(=O)N(C2CCN(S(C)(=O)=O)CC2)[C@H]1c1ccncc1 | 1.4%
